DNMT1 block: inhibitors of human DNMT1. P26358. DNMT1 molecular beacon, Hinp1I cleavage, fluorescence. 360,000 tested, 0.83% active. AID 588458. inhibition (reported as % activation of signal), % at 10 µM; in the data active means inhibition above about 50%
Target sequence (P26358 504-1616 limits assumed): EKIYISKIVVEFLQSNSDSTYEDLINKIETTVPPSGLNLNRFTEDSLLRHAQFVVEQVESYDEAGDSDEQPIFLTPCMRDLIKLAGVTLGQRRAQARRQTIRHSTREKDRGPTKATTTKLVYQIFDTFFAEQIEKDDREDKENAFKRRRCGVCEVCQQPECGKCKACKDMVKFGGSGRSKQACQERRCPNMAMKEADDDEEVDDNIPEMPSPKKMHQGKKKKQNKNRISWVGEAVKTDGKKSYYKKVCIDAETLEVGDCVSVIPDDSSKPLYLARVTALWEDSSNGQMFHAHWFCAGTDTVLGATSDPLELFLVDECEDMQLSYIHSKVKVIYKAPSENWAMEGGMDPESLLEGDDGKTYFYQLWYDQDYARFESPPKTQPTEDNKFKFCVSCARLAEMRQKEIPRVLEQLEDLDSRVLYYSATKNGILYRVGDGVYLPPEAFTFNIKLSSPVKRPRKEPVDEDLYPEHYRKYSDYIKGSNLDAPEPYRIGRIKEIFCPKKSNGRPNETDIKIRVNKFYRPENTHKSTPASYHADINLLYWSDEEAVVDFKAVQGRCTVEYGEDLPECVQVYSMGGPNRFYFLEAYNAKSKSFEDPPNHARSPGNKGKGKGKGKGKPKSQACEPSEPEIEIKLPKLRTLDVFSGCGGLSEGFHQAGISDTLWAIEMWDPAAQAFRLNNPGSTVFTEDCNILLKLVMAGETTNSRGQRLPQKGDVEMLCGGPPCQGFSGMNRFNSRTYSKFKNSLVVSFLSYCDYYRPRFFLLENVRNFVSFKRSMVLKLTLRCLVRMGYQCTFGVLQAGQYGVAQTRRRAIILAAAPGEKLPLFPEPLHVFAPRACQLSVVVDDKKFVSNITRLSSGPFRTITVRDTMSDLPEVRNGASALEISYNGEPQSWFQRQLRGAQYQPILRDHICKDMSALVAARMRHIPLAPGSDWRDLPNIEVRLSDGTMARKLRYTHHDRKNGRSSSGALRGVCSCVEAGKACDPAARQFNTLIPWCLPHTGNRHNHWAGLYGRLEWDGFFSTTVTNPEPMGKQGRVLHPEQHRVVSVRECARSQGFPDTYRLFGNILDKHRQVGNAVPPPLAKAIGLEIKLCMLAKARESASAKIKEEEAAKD
STEP block: STEP (human) phosphatase inhibition. P54829. recombinant STEP, OMFP fluorogenic substrate, fluorescence. 360,000 tested, 0.25% active. inhibition, % at 20 µM;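 active means inhibition at 20 µM, scaled per plate between control wells, above about 37%, limit read from the data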;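 further: 0% = DMSO with enzyme and substrate and 100% = substrate only without enzyme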
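material = STEP tyrosine phosphatase | reagent = fluorogenic phosphatase substrate OMFP at 25 µM final | doses = single compound dose of 20 µM, 1% DMSO final | schedule = 20 min reaction, room temperature, in the dark | measured by = fluorescence, 480/540 nm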
Scp1 inh: inhibitors of human Scp-1 phosphatase; Recombinant Scp1, phosphopeptide, malachite green phosphate absorbance; inhibition, % at 20 µM; 340,000 tested, 0.88% active; AID 493091;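 active means inhibition above about 50% at 20 µM, limit read from the data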;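 further: plate controls were DMSO wells with enzyme for no effect and wells lacking enzyme for full effect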
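Test system – truncated SCP-1 phosphatase (76-261aa) · Reagent – Phosphorylated 17-residue peptide substrate · Incubation – 45 min room-temperature reaction, 5 min colour, 30 min stabiliser · Detection – colorimetric phosphate reagent with accelerator and stabiliser, absorbance at 630 nm · Measure – % inhibition at 20 µM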
MsrA inhibitor: inhibits bovine methionine sulfoxide reductase A | purified bovine MsrA, absorbance read-out | AID 651718 | inhibition, % at 15.5 µM | 360,000 tested, 0.75% active; in the data active means inhibition above about 4.5%;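 further: 0% = vehicle wells with enzyme and 100% = reference inhibitor wells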
LMPTP block: blocks human LMPTP phosphatase. 360,000 tested, 0.22% active. inhibition, % at 20 µM. P24666. AID 651560. recombinant LMPTP-A, OMFP fluorogenic substrate, fluorescence intensity;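 active means compounds that cut the enzyme signal by at least half of the control window in the single-dose screen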;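 further: plate controls were DMSO wells with enzyme plus substrate for no effect and substrate without enzyme for full effect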
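Test system: LMPTP-A phosphatase enzyme; input: 0.625 nM LMPTP-A final; reagent: OMFP substrate, 400 µM final; compound dosing: 20 µM single dose, 3% DMSO; incubation: 50 min dark incubation at room temperature; measured by: endpoint fluorescence intensity from OMFP dephosphorylation; measure: % inhibition relative to no-enzyme and uninhibited control wells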
bovine MsrA act: bovine methionine sulfoxide reductase A activation; purified bovine MsrA, absorbance read-out; activation, % at 10.6 µM; 360,000 tested, 0.3% active; in the data active means activation above about 7.5%;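 further: 0% = vehicle and 100% = reference activator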
NRP1-CendR mod: alters CendR peptide binding to human NRP-1; O14786; FAM-RPARPAR peptide binding to NRP-1, fluorescence polarization; inhibition, % at 25 µM; 360,000 tested, 0.85% active; AID 602438;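 active means inhibition or corrected inhibition above about 18%, plus a signal ratio from 0.5 to 1.5, limit read from the data, passing the limit was not always enough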; further: strong numbers were not always called active
TbMetRS inhib: Trypanosoma brucei MetRS inhibition; purified T. brucei MetRS, ATP depletion, Kinase-Glo luminescence; inhibition, % at 11.9 µM; 360,000 tested, 0.4% active; AID 624268;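 active means inhibition above a per-plate cutoff of the control wells' mean inhibition plus 3 SD, cut at about 5.5% in these data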;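 further: 0% = DMSO wells median and 100% = median of wells with control inhibitor compound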
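Material: T. brucei methionyl-tRNA synthetase, purified; reagent: substrates ATP, L-methionine and bulk Escherichia coli tRNA; dosing: 11.9 µM single point; timing: 15 min plus 2 h at 25 °C; detection: luminescence of leftover ATP; evaluation: % inhibition; control set: DMSO-only wells as low control; replicates: singlicate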
SUMO1-SIM PPI: alters human SUMO1 binding to SIM partners. P63165. SUMO1 binding to a labelled peptide, TR-FRET, 1 h. inhibition, % at 20 µM. 360,000 tested, 0.33% active; in the data active means inhibition above about 37%
E coli Lon inh: inhibits E. coli Lon protease; P0A9M0; purified E. coli Lon protease, fluorescence polarization; inhibition, % at 7.94 µM; 360,000 tested, 0.42% active; AID 602123; in the data active means inhibition above about 13%, passing the limit was not always enough;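 further: 0% = enzyme with probe and DMSO and 100% = no enzyme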
The depositor's hits bear a star; · = not tested or not shown.

The opening seven compounds as a preview:
| LMPTP block | bovine MsrA act | E coli Lon inh | TbMetRS inhib | Scp1 inh | SUMO1-SIM PPI | STEP block | DNMT1 block | NRP1-CendR mod | MsrA inhibitor | structure |
| --- | --- | --- | --- | --- | --- | --- | --- | --- | --- | --- |
| 1.7 | -3 | 1 | -1.7 | -2 | -1 | 3 | 20 | -2 | 1.0 | C=CCn1c(SCC(=O)Nc2cc(C)on2)nc2sc(CC)cc2c1=O |
| 2.0 | -4 | 7 | 3.8 | -1 | 5 | 0 | -3 | -4 | 9.9* | Cc1nc(N2CCN(Cc3ccc4c(c3)OCO4)CC2)c2oc3ccccc3c2n1 |
| -0.4 | -3 | 3 | 0.1 | -14 | -3 | 1 | -2 | 8 | -1.1 | CCc1ccc(NC(=O)CCC(=O)Nc2nnc(C(F)(F)F)s2)cc1 |
| 0.4 | -2 | -12 | 0.0 | -2 | -4 | -2 | 6 | -15 | 0.7 | CCOc1ccc(S(=O)(=O)N2CCCCC2)cc1NC(=O)c1cccnc1OCC |
| -0.2 | -5 | -14 | -1.1 | -6 | -7 | 0 | -11 | -11 | 4.1 | N#CC1=C(S)N(c2ccccc2)C(c2ccc(-c3ccc(Cl)c(Cl)c3)o2)NC1=O (stereo not drawn) |
| 0.1 | -6 | 2 | -0.3 | -4 | 0 | 0 | -3 | -4 | -1.6 | COc1ccccc1NC(=O)CSc1nnc(-c2ccco2)n1N |
| -0.8 | -8 | -10 | -0.5 | -4 | -6 | -1 | -17 | -38 | -0.9 | COc1ccc(C(=O)C2C(c3ccc(-c4ccccc4[N+](=O)[O-])o3)NC(=O)NC2(O)C(F)(F)F)cc1 (stereo not drawn) |

All compounds of this part, repeating the preview:
| LMPTP block | bovine MsrA act | E coli Lon inh | TbMetRS inhib | Scp1 inh | SUMO1-SIM PPI | STEP block | DNMT1 block | NRP1-CendR mod | MsrA inhibitor | structure |
| --- | --- | --- | --- | --- | --- | --- | --- | --- | --- | --- |
| 1.7 | -3 | 1 | -1.7 | -2 | -1 | 3 | 20 | -2 | 1.0 | C=CCn1c(SCC(=O)Nc2cc(C)on2)nc2sc(CC)cc2c1=O |
| 2.0 | -4 | 7 | 3.8 | -1 | 5 | 0 | -3 | -4 | 9.9* | Cc1nc(N2CCN(Cc3ccc4c(c3)OCO4)CC2)c2oc3ccccc3c2n1 |
| -0.4 | -3 | 3 | 0.1 | -14 | -3 | 1 | -2 | 8 | -1.1 | CCc1ccc(NC(=O)CCC(=O)Nc2nnc(C(F)(F)F)s2)cc1 |
| 0.4 | -2 | -12 | 0.0 | -2 | -4 | -2 | 6 | -15 | 0.7 | CCOc1ccc(S(=O)(=O)N2CCCCC2)cc1NC(=O)c1cccnc1OCC |
| -0.2 | -5 | -14 | -1.1 | -6 | -7 | 0 | -11 | -11 | 4.1 | N#CC1=C(S)N(c2ccccc2)C(c2ccc(-c3ccc(Cl)c(Cl)c3)o2)NC1=O (stereo not drawn) |
| 0.1 | -6 | 2 | -0.3 | -4 | 0 | 0 | -3 | -4 | -1.6 | COc1ccccc1NC(=O)CSc1nnc(-c2ccco2)n1N |
| -0.8 | -8 | -10 | -0.5 | -4 | -6 | -1 | -17 | -38 | -0.9 | COc1ccc(C(=O)C2C(c3ccc(-c4ccccc4[N+](=O)[O-])o3)NC(=O)NC2(O)C(F)(F)F)cc1 (stereo not drawn) |
| 1.3 | -1 | 0 | -0.4 | -6 | -2 | 0 | 3 | 0 | 0.1 | CCOC(=S)SCC(=O)N1CCc2cc(OC)ccc2C1C1C(=O)CCCC1=O (stereo not drawn) |
| 1.3 | 1 | -4 | -0.1 | 34 | -17 | 7 | 16 | -4 | -0.4 | Cc1cccc(C)c1NC(=O)/C(C#N)=C/c1ccc(-c2ccc(C(=O)O)cc2)o1 |
| 3.8 | -6 | 5 | -1.1 | · | 10 | · | · | 3 | 1.5 | CCCCCc1c(-c2ccc(F)cc2F)ncn1CCc1ccccc1OC |
| -2.2 | -3 | -16 | -0.5 | -8 | -2 | -1 | -3 | 14 | -0.8 | Cc1noc(C)c1COC(=O)CNC(=O)c1cccc(F)c1 |
| -1.9 | -2 | -1 | -1.2 | · | -4 | 0 | -3 | -16 | 0.1 | O=S1(=O)N[C@@H](c2ccccc2)COc2cc(Br)ccc21 |
| 0.8 | -3 | -5 | -1.1 | -9 | -2 | 1 | -7 | -6 | 0.9 | CC(C)(C)CN1CCNC(=O)C1CC(=O)NCCc1cnn(-c2ccccc2)c1 (stereo not drawn) |
| 0.1 | -2 | -4 | 0.1 | -1 | 1 | -4 | -17 | -3 | 0.6 | O=C(CC1C(=O)NCCN1C(=O)Nc1ccccc1)Nc1cccc(Cl)c1 (stereo not drawn) |
| 0.3 | -3 | -4 | 0.5 | -4 | 1 | 2 | 4 | -2 | 0.9 | CS(=O)(=O)NN1C(=O)c2ccccc2NC12CCCC2 |
| 6.1 | -6 | -8 | -0.2 | -5 | -1 | 2 | -8 | -13 | -0.1 | O=C(CCCN1C(=O)/C(=C\c2cccs2)SC1=S)Nc1cc([N+](=O)[O-])ccc1O |
| 0.4 | -2 | -2 | 0.3 | · | 2 | · | · | 0 | -0.6 | COc1cc(-c2c(CCO)sc3ccccc23)cc(OC)c1OC |
| -2.3 | -2 | -7 | -0.7 | -2 | 2 | 8 | 0 | 2 | 3.0 | CNC(=S)NNc1nncc2ccccc12 |
| 0.1 | 0 | 1 | -0.8 | -12 | -7 | 0 | -2 | 4 | 0.3 | CCCCC(=O)Nc1nc2c(OC)ccc(OC)c2s1 |
| -1.7 | -4 | -7 | -0.2 | -3 | -1 | -1 | -1 | 3 | -0.5 | CCN(C(=O)CSc1nc2ccccc2n1C)C1CCS(=O)(=O)C1 (stereo not drawn) |
| 0.9 | -3 | 4 | 9.0* | -7 | -2 | 0 | -2 | 2 | -0.6 | CCc1cccc(NC(=O)Cn2cc(C=O)c3ccccc32)c1 |
| 2.0 | -2 | 18 | -0.2 | -15 | -10 | 11 | -5 | 0 | -0.1 | CCOC(=O)/C(Sc1nc(-c2ccccc2)cc(-c2ccccc2)c1C#N)=C(\C)O |
| -0.8 | 0 | 6 | 0.1 | -9 | -1 | -2 | 0 | 14 | 1.1 | O=C(CSCc1ccc(C(=O)O)cc1)Nc1ccccc1 |
| 3.4 | 2 | 14 | -0.5 | -5 | -1 | 2 | -2 | 9 | 0.7 | CCOc1ccc(C(=O)NC(=S)Nc2ccccc2N2CCC(C)CC2)cc1[N+](=O)[O-] |
| -0.7 | 1 | 0 | -0.4 | -6 | -3 | 0 | -1 | -3 | -0.6 | COc1ccccc1N(CC(=O)NC(C)(C)C)C(=O)CCC(=O)Nc1ccccn1 |
| -1.6 | -3 | 0 | -0.2 | -3 | 8 | -2 | 2 | 1 | -0.9 | CCCCC1CCCOC(C(=O)NCCNCCO)(C(F)(F)F)C1 (stereo not drawn) |
| -2.0 | -2 | -3 | 0.0 | -5 | -8 | -1 | -1 | -2 | -0.7 | CCC1CCCCN1CCCNC(=O)Cn1cnc2sc(C)c(S(=O)(=O)N3CCC(C)CC3)c2c1=O (stereo not drawn) |
| 5.0 | 1 | -22 | 0.2 | · | 3 | 3 | 17 | 2 | -0.3 | c1cnc2c(-c3ccc4nccn4c3)cccc2c1 |
| 4.6 | -3 | -3 | -0.4 | -7 | -7 | 2 | -4 | 3 | 0.1 | COc1ccc(/C=N\NC(=O)c2ccccc2[N+](=O)[O-])cc1COc1c(F)c(F)c(F)c(F)c1F |
| 1.7 | -2 | 3 | 0.1 | -13 | 1 | 1 | -4 | 14 | 0.8 | Cc1cc(C)cc(NC(=O)CCn2c(=O)c3cccn3c3ccccc32)c1 |
| -0.1 | -6 | -8 | -0.3 | 3 | -19 | -5 | -2 | 22* | 4.9* | O=C(CSc1ccccn1)N/N=C/C=C/c1ccccc1 |
| 3.1 | 0 | -2 | -0.2 | -3 | 1 | 0 | -3 | -3 | 0.8 | CCOC(=O)c1nnn(-c2nonc2N)c1CNc1ccc(C)c(Br)c1 |
| 0.2 | -1 | 3 | 0.1 | 4 | -2 | -1 | 2 | 3 | -0.4 | c1ccc(-c2nccnc2-c2ccccc2)cc1 |
| -1.6 | -7 | 3 | -1.4 | 2 | 3 | -1 | 1 | -5 | -0.4 | COc1ccc(N(C(C)=O)c2nc(C)cc(C)c2C#N)c(OC)c1 |
| 0.7 | -5 | -3 | -0.1 | -11 | 1 | -1 | -1 | 18 | 3.7 | CC(=O)Nc1cccc(NC=C(C#N)C#N)c1 |
| 1.7 | -4 | -6 | -0.4 | 13 | -3 | 2 | 3 | 9 | -0.2 | COC(=O)c1cc(NS(=O)(=O)c2ccc(N3CCOCC3)c([N+](=O)[O-])c2)cc(C(=O)OC)c1 |
| -0.7 | -3 | -10 | -0.1 | · | 3 | 1 | -1 | 3 | -1.1 | CC(C)(C)c1ccc(S(=O)(=O)NC(=O)C2(C)CCN2C(=O)Cc2cccs2)cc1 (stereo not drawn) |
| -0.1 | -4 | 0 | -0.7 | -11 | -3 | 3 | 0 | 5 | -1.4 | O=C(C[C@@H]1C/C=C/CC[C@H](Cc2ccc(F)cc2)C(=O)OCCNC1=O)N[C@H](CO)Cc1ccccc1 |
| -2.1 | 0 | -13 | -0.9 | -1 | -2 | -2 | 2 | 2 | 0.5 | CC(=O)c1ccc(OCC(O)CN2C(C)(C)CC(O)CC2(C)C)cc1 (stereo not drawn) |
| -0.8 | -5 | -5 | -0.3 | 3 | 0 | -2 | 0 | -4 | -0.4 | O=C(NC(=S)NC1CCSC1=O)c1ccccc1 (stereo not drawn) |
| 4.2 | -2 | -6 | 0.4 | 0 | 0 | 2 | -8 | -4 | 0.2 | CCCNC(=O)c1c(CSc2ccc(Cl)cc2)noc1C(=O)NCc1ccccc1 |
| 0.2 | -2 | -6 | 0.2 | -8 | 2 | 0 | -1 | -3 | -1.4 | O=C1COc2ccc(S(=O)(=O)N3CCN(c4ccccc4)CC3)cc2N1 |
| 0.2 | -1 | -6 | -0.5 | -8 | -3 | -2 | -4 | -4 | -0.3 | COc1cccc(OC)c1OCCCCN1CCCCC1 |
| -1.8 | -1 | -6 | 0.1 | -9 | 5 | 0 | 1 | 22 | 0.2 | CC(Sc1nnc(COc2ccc(Cl)cc2)n1Cc1ccccc1)C(=O)O (stereo not drawn) |
| 3.3 | -3 | 0 | -0.7 | -7 | 1 | 6 | -6 | -17 | -1.0 | N/C(=N\OC(=O)COc1ccccc1Cl)c1ccc(Cl)cc1 |
| -2.0 | -12 | 3 | -1.0 | 5 | -9 | -1 | 4 | 7 | 0.4 | Cc1cc(NC(=O)CCCN2C(=O)c3cccnc3C2=O)no1 |
| -2.2 | -12 | -6 | -0.6 | 3 | -3 | -11 | 0 | -10 | -0.7 | Cc1ccc2c(CC(=O)Nc3c(C)n(C)n(-c4ccccc4)c3=O)coc2c1 |
| -2.2 | -8 | 3 | -0.7 | 0 | -1 | -1 | 16 | 4 | 0.2 | Cc1ccc2cccc(SCC(=O)NCC#N)c2n1 |
